Scp1 inh – blocks human Scp-1 phosphatase activity. Recombinant Scp1, phosphopeptide, malachite green phosphate absorbance. inhibition, % at 20 µM. 340,000 compounds, 0.88% hits. AID 493091;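 active = inhibition above about 50% at 20 µM, limit read from the data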;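 also: plate controls were DMSO wells with enzyme for no effect and wells lacking enzyme for full effect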
Target sequence (Q9GZU7 76-261 limits assumed): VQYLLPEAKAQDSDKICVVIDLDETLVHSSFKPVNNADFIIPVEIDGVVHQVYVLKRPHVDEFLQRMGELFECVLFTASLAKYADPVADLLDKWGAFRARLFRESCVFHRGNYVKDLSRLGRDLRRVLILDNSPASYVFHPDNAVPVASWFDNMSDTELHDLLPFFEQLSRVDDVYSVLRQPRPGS
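System: SCP-1 catalytic domain; Reagent: Phospho 17-mer peptide substrate; Doses: one concentration, 20 µM, with 1.0% DMSO; Incubation: 45 min room-temperature reaction, 5 min colour, 30 min stabiliser; Signal: Phosphate-binding colour reagent, absorbance read at 630 nm.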
Numbers without * were called inactive. An excerpt; count on the stated rates, not on these rows.

SMILES	Scp1 inh
NC1=NC(c2cccnc2)n2c(nc3ccccc32)N1 (stereo not drawn)	-11
FCCN(CCF)c1cccc(Cl)c1	-10
CC(C)(O)[C@H]1O[C@H]2CC[C@@]3(C)[C@@](O)(CC[C@H]4Cc5c([nH]c6ccccc56)[C@@]43C)C2=CC1=O	-20
O=[N+]([O-])c1ccc(NCc2ccccc2)c2nonc12	-4
NC1=C([N+](=O)[O-])C(c2ccc3c(c2)OCO3)c2c(c3ccccc3oc2=O)O1 (stereo not drawn)	-1
CSC1=NP(=S)(SC)N(C)c2nc3n(c21)CCC3 (stereo not drawn)	-12
COc1ccc(C2c3c(nc(C)[nH]c3=O)Oc3c2c(=O)oc2ccccc32)cc1 (stereo not drawn)	-7
C[C@]12CCC3C(CC[C@H]4C[C@@H](O)CC[C@]34C)C1C[C@@H](Br)[C@@H]2O (stereo partly drawn)	59*
COC1=CC(=O)[C@]2(C=C1OC)OC[C@@H]1Oc3c(ccc4c3C=CC(C)(C)O4)C(=O)[C@@H]12	2
CN1CC=C(/C=C/c2ccc(-c3ccccc3)cc2)CC1	-6

Laid out differently: 4 of the compounds above.
| SMILES | Scp1 inh |
| --- | --- |
| CSC1=NP(=S)(SC)N(C)c2nc3n(c21)CCC3 (stereo not drawn) | -12 |
| COc1ccc(C2c3c(nc(C)[nH]c3=O)Oc3c2c(=O)oc2ccccc32)cc1 (stereo not drawn) | -7 |
| C[C@]12CCC3C(CC[C@H]4C[C@@H](O)CC[C@]34C)C1C[C@@H](Br)[C@@H]2O (stereo partly drawn) | 59* |
| COC1=CC(=O)[C@]2(C=C1OC)OC[C@@H]1Oc3c(ccc4c3C=CC(C)(C)O4)C(=O)[C@@H]12 | 2 |

Two entries from above, set out differently:
| canonical_smiles | Scp1 inh |
| --- | --- |
| NC1=NC(c2cccnc2)n2c(nc3ccccc32)N1 (stereo not drawn) | -11 |
| FCCN(CCF)c1cccc(Cl)c1 | -10 |
